# High-throughput results from PubChem BioAssay.
# iPSC survival up: increases survival of single human iPS cells; AID 602274; survival enhancement, % at 20 µM; hiPSC single-cell survival, ATPlite luminescence; 100% = ROCK inhibitor wells, 0% = DMSO; hit rate 0.044% among 360,000; in the data active means survival enhancement above about 18%;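 further: cells exposed to compounds for 16 hours before the ATP read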
# N-glyco inh: N-linked glycosylation inhibition; AID 588692; hit rate 0.23% among 360,000; reporter increase, % at 12.5 µM; D54 ERlucT glycosylation luciferase reporter, 24 h; percent of 100 nM tunicamycin response;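 active means mean luciferase reporter signal, scaled so untreated is 0 and the glycosylation-blocking control 100, at or above a set limit in every replicate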;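 further: luciferase carries N-glycosylation sites so blocking glycosylation raises the light; 0% = median of neutral control wells and 100% = median of 100 nM tunicamycin wells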
# Vif inh: inhibitors of HIV Vif; AID 602346; hit rate 0.35% among 340,000; inhibition, % at 7.49 µM; HEK293T cells, Vif self-association by quenched fluorescence, imaging, 24 h; in the data active means inhibition above about 50%, passing the limit was not always enough; further: some results filed as inactive read as strong as hits
# m5-HT2A agonist: agonists of mouse serotonin 5-HT2A receptor (HTR2A) | CHO-K1 mHTR2A beta-arrestin complementation, luminescence; percent of 30 µM serotonin response | hit rate 0.66% among 360,000 | activation, % at 7.6 µM;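 active means activation above a run cutoff, the mean activation of all tested compounds plus 3 SD, cut at about 14% in these data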;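 further: 0% = plate median of compound wells and 100% = 30 µM serotonin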
# CaV13 FRET inh: Disruptors of the CACNA1D IQ motif to Ca2+-dependent inactivation inhibitor domain association, primary screening, Förster resonance energy transfer in intact living …; HEK cells, CFP/YFP FRET ICDI-IQ, plate reader, 10 min; percent FRET-ratio fall versus neutral wells; inhibition, % at 12.3 µM; hit rate 0.098% among 340,000; AID 743397;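 active means mean replicate inhibition of at least 30% and at least 1% of replicates passing that level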;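 further: 0% = median of the neutral control wells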
# Granule exo inh: lytic granule exocytosis inhibition | hit rate 0.66% among 360,000 | inhibition, % at 10 µM | TALL-104 LAMP-1 surface exposure, flow cytometry; cells stimulated with thapsigargin and PMA;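 active means inhibition above about 55%, limit read from the data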
# ABCB6 inh MLPCN: human ABCB6 transporter inhibition. fluorescence ratio to DMSO, % at 10 µM. hit rate 0.19% among 360,000. Q9NP58. K562-ABCB6 porphyrin accumulation, flow cytometry, 1 h; active compounds read low;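 active means fluorescence ratio to DMSO below 75%, the collection mean minus 3 SD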;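 further: signal is porphyrin accumulated inside mitochondria; 100% equals median channel fluorescence of DMSO control wells; lower ratio means ABCB6 inhibition with less porphyrin fluorescence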
# Target sequence (Q9NP58 whole entry, looked up): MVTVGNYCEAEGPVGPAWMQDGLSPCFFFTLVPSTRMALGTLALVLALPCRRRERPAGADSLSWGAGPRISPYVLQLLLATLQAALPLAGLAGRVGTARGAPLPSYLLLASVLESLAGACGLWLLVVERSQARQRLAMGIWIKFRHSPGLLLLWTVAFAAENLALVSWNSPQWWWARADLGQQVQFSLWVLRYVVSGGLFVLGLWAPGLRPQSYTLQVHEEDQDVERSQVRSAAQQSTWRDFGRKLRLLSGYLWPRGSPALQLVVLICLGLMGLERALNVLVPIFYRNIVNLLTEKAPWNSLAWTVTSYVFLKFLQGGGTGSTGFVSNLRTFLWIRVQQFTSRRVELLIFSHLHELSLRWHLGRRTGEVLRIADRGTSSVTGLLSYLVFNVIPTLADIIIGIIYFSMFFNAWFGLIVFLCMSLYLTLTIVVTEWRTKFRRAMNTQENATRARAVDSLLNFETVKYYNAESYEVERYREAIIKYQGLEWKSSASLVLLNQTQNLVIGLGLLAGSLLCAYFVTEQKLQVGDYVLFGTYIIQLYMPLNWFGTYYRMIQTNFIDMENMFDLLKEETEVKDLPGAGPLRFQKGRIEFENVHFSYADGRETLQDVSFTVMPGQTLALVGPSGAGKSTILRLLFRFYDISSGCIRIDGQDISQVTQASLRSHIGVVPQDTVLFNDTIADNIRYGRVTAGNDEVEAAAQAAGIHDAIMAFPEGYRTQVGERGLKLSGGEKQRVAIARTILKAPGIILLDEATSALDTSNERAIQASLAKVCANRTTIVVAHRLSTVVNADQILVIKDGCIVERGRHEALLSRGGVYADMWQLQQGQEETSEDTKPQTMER
# aDG glyco up: increases alpha dystroglycan glycosylation; Pro5-aDG cells, alpha-DG glycosylation AlphaScreen (IIH6); 0% Pro5, 100% B10-LARGE cell signal; activation, % at 10 µM; hit rate 0.22% among 360,000;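 active means activation of at least 8% versus controls, or a plate z-score of at least 8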;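 further: Pro5 are CHO cells carrying HIG-tagged alpha-DG that lacks glycosylation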
# PDI turbidity: PDI (human) enzyme inhibition | P07237 | PDI insulin aggregation turbidity, A650, 90 min | inhibition, % at 10 µM | hit rate 0.052% among 350,000 | AID 588391;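 active means mean inhibition across replicates of 30% or more, whatever share of single replicates reach that level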;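 further: absorbance from insulin aggregation driven by PDI reduction with DTT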
# Cardio protect: protects H9c2 cardiomyocytes from peroxide injury | H2O2 injury protection, ATPLite, 2 h | protection from H2O2 cell death, % at 20 µM | hit rate 0.63% among 360,000;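 active means compounds giving at least 50% protection of heart cells from peroxide-induced death in the single-dose screen, raw or plate-pattern-corrected value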;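 further: 0% = DMSO wells with peroxide and 100% = DMSO wells without peroxide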
# Numbers without * were called inactive; . = not tested or not shown; & = joins results of further samples.
SMILES,iPSC survival up,N-glyco inh,Vif inh,m5-HT2A agonist,CaV13 FRET inh,Granule exo inh,ABCB6 inh MLPCN,aDG glyco up,PDI turbidity,Cardio protect
COc1cc(/C=C2\C(=O)NC(=O)N(c3ccc(C)cc3)C2=O)cc(OC)c1O,3.5,1,-2,3,-3,0,105,-0.3,1,-3
CCN(CC)CCN=Cc1c(O)n(C2CCCCCC2)c(=O)[nH]c1=O,5.4,1,-1,1,0,-2,89,-0.1,0,6
c1ccc(C2NCCc3[nH]cnc32)cc1 (stereo not given),-0.1,1,-1,2,-3,-4,112,-0.1,-2,7
COc1cccc(CNCCc2ccc(F)cc2)c1,0.0,1,7,8,-4,8,98,0.2,-50,2
Nc1ccc(Cc2ccc(N)c(Cl)c2)cc1Cl,2.7,-3,1,-3,.,-2,102,-0.1,.,-1
Nc1ccc(C2(c3ccc(N)cc3)c3ccccc3-c3ccccc32)cc1,4.0,2,-5,-1,1,-1,104,-0.2,-5,-4
CCOC(=O)[C@]12Cc3cc(OC)ccc3[C@H]1N(C1CCCCC1)C(=O)c1cc(OC)ccc12,-1.5,.,.,7,-6,64*,100,0.9,.,.
C[C@@H]1O[C@@H](O[C@H]2C[C@@H](O)[C@]3(CO)[C@@H]4C(CC[C@]3(O)C2)[C@@]2(O)CC[C@H](C3COC(=O)C3)[C@@]2(C)C[C@H]4O)[C@H](O)[C@H](O)[C@H]1O (stereo not given in full),-2.7,-19,-2,-2,-6,1,99,-0.1,12,8
Cc1ccc(/C=C2\C(=O)NC(=S)N(c3cccc(F)c3)C2=O)o1,-0.7,4,-3,-3,-7,-10,99,0.1,3,0
CN(C)C(=O)Oc1ccc(Br)cc1C(=O)Nc1ccc(F)c(Cl)c1,0.0,1,2,0,-21,-2,96,0.0,4,3
CC1(C)CC[C@]2(C)CC[C@]3(C)C4C[C@@H]5OO[C@@]6(O5)C(CCCC6(C)C)[C@]4(C)CC[C@@]3(C)C2C1 (stereo not given in full),1.5,-6,0,-5,.,8,101,0.3,.,-4
O=C(N/N=C/c1c(O)n(C2CC2)c(=S)[nH]c1=O)c1ccccc1,0.2,3,13,-4,-2,-3,106,-0.2,-1,0
Cc1c(C(=O)N2CCC3(CC2)OCCO3)sc2ncnc(N3CCN(c4ccccn4)CC3)c12,-0.5,-2,2,0,-4,1,95,-0.3,-2,39
COP(=O)(NS(=O)(=O)c1ccccc1)OC,-1.6,2,3,1,-3,-1,97,-0.1,7,7
CCOC(=O)C1CCCN(c2ccc([N+](=O)[O-])c3nonc23)C1 (stereo not given),0.1,2,11,1,-5,-3,115,0.0,-2,-26
CCOC(=O)CC1=C(C(=O)OCC)C2(C(=O)N1CC(=O)OC)C(C#N)=C(N)Oc1ccccc12 (stereo not given),-0.6,0,-11,1,-10,1,101,0.0,1,1
CNP1(NC)=NC(C(F)(F)F)=NC(C(F)(F)F)=N1,-0.8,-1,4,0,-9,3,107,0.0,-1,1
CCc1nnc(NC(=O)CCc2nc(C3=CCN(C)CC3)no2)s1,5.4,2,-16,-4,-4,2,117,0.2,9,22
Cc1ccc(N)cc1N,0.9,2,-13,2,.,-2,102,-0.1,.,0
CCC(=O)c1c(O)n(C2CCCCCC2)c(=O)[nH]c1=O,2.5,-1,.,-1,.,1,93,0.0,-7,-9
CSCCC(c1nnnn1Cc1ccccc1)N1CCC(n2c(=O)[nH]c3ccccc32)CC1 (stereo not given),5.4,0,.,9,-5,3,100,-0.6,.,16
Cc1ccc(-n2c(O)c(/C=N/N3CCOCC3)c(=O)[nH]c2=S)cc1,1.3,0,4,0,-2,2,101,-0.1,-13,-4
O=C(NCc1ccccc1)c1cccn(Cc2ccccc2)c1=O,0.3,-2,-10,-5,-4,-1,93,0.0,-3,2
O=C(O)CCn1cc(C=C2C(=O)NC(=S)NC2=O)c(-c2cccc(Br)c2)n1,3.7,1,10,1,3,-4,103,-0.4,-9,-10
Fc1ccc(CN2CCN(c3ccc(Cl)cc3)CC2)cc1,-4.1,-1,2,-6,0,-1,116,-0.1,-4,-7

# Among those listed so far, 9 have four or more nitrogen atoms:
SMILES,iPSC survival up,N-glyco inh,Vif inh,m5-HT2A agonist,CaV13 FRET inh,Granule exo inh,ABCB6 inh MLPCN,aDG glyco up,PDI turbidity,Cardio protect
CCN(CC)CCN=Cc1c(O)n(C2CCCCCC2)c(=O)[nH]c1=O,5.4,1,-1,1,0,-2,89,-0.1,0,6
O=C(N/N=C/c1c(O)n(C2CC2)c(=S)[nH]c1=O)c1ccccc1,0.2,3,13,-4,-2,-3,106,-0.2,-1,0
Cc1c(C(=O)N2CCC3(CC2)OCCO3)sc2ncnc(N3CCN(c4ccccn4)CC3)c12,-0.5,-2,2,0,-4,1,95,-0.3,-2,39
CCOC(=O)C1CCCN(c2ccc([N+](=O)[O-])c3nonc23)C1 (stereo not given),0.1,2,11,1,-5,-3,115,0.0,-2,-26
CNP1(NC)=NC(C(F)(F)F)=NC(C(F)(F)F)=N1,-0.8,-1,4,0,-9,3,107,0.0,-1,1
CCc1nnc(NC(=O)CCc2nc(C3=CCN(C)CC3)no2)s1,5.4,2,-16,-4,-4,2,117,0.2,9,22
CSCCC(c1nnnn1Cc1ccccc1)N1CCC(n2c(=O)[nH]c3ccccc32)CC1 (stereo not given),5.4,0,.,9,-5,3,100,-0.6,.,16
Cc1ccc(-n2c(O)c(/C=N/N3CCOCC3)c(=O)[nH]c2=S)cc1,1.3,0,4,0,-2,2,101,-0.1,-13,-4
O=C(O)CCn1cc(C=C2C(=O)NC(=S)NC2=O)c(-c2cccc(Br)c2)n1,3.7,1,10,1,3,-4,103,-0.4,-9,-10

# New compounds follow.
SMILES,iPSC survival up,N-glyco inh,Vif inh,m5-HT2A agonist,CaV13 FRET inh,Granule exo inh,ABCB6 inh MLPCN,aDG glyco up,PDI turbidity,Cardio protect
CN(C)C(=O)Oc1ccc(OCc2cccc[n+]2C)cc1,0.2,1,.,2,-4,-3,97,0.4,3,-3
CCCCn1c(O)c(C(C)=NCc2ccc3c(c2)OCO3)c(=O)[nH]c1=O,0.0,0,3,0,-5,8,96,0.1,-2,5
O=[P+](Cc1ccccc1)Cc1ccccc1,0.1,0,.,-1,-4,-1,95,0.1,2,30
CCCOC(=O)Nc1ccc([As](=O)(O)O)cc1NC(=O)OCCC,0.2,2,-3,6,-18,-8,95,-0.1,19,5
CN1C(=O)C(=Cc2ccc(N3CCCCC3)o2)C(=O)N(C)C1=S,3.9,2,-3,-2,-4,-2,98,-0.4,-1,-12
CC(C)Sc1nnc([C@@H](N)Cc2c[nH]c3ccccc23)o1,-3.0,1,10,-6,-4,-2,104,0.0,9,4
CC1(C)CC(=O)C(C2(O)C(=O)NC(=O)NC2=O)=C(O)C1,-0.8,-3,7,0,.,0,103,0.0,2,1
O=C(NCNC(=O)NC1C(=O)NC(=O)N1CO)NC1C(=O)NC(=O)N1CO (stereo not given),1.4,1,123*,17*,-5,1,100,-0.1,-7,-7
Oc1ccc(C2NCc3ccccc3-n3cccc32)cc1Cl (stereo not given),-0.2&0.4,-2&2,-1&17,-6&4,-1&-3,-3&-3,99&93,0.6&0.0,-1&-2,-13&2
COc1ccc(/C=C2/C(=O)N(Cc3ccco3)C(=O)N(C(C)C)C2=O)cc1,10,0,.,6,-6,-1,99,0.5,-4,3
O=C(O)C1C2CC3CC(C2)CC1(n1ncc(N2CCC4(CC2)OCCO4)c(Cl)c1=O)C3 (stereo not given),-0.2,1,-3,0,-2,-2,103,0.1,-3,1
CCCCCCOc1ccc(CN2CCN(CC)CC2)cc1,-1.6,-18,-10,-5,-4,3,97,0.9,4,-1
CC(C(=O)c1ccc(Cl)cc1Cl)n1cncn1 (stereo not given),0.6,0,8,-1,-1,10,95,-0.1,-3,-4
CCCCn1c(C)c(C(=O)OCC)c2c(CN3CCCC3)c(O)ccc21,-0.3,-2,-10,-9,-20,39,76,0.1,-13,-12
C=CCn1c(O)c(C(C)=Nc2ccc(N(C)C)cc2)c(=O)[nH]c1=O,7.8,14,-2,-1,-5,-1,93,0.2,12,6
CN1C(=O)C(C)(C2=CCCCC2)C(=O)NC1=S (stereo not given),-0.8,0,-7,2,-6,-6,184,0.2,-5,6
CCCn1cc(C(=O)O)cn1,4.2,2,-12,1,-5,0,93,0.1,6,-2
N/C(=N\[N+](=O)[O-])N1CCN(C(=O)c2ccccn2)CC1,-0.6,0,12,-3,-3,-3,95,0.0,4,2
COc1ccc(N=Cc2c(O)n(Cc3cccs3)c(=O)[nH]c2=O)cc1,0.9,1,-6,-2,-3,0,94,0.0,-4,-2
COC(=O)CC(NC(=S)N1CC2C[C@@H](C1)Cn1c2cccc1=O)C(=O)OC (stereo not given in full),-0.3,3,-1,1,-4,1,102,-0.2,4,-2
Cc1c(C=C2C(=O)N(C)C(=S)N(C)C2=O)c2ccccc2n1CC(=O)NCC1CCCO1 (stereo not given),1.7,0,6,0,.,0,109,0.2,-4,2
CCOC(=O)N(CC)c1ccc(C(O)(C(=O)OC)C(F)(F)F)cc1 (stereo not given),-2.8,2,1,3,-4,-1,94,-0.1,-5,-2
COc1ccc(OC)c(N=Cc2c(O)[nH]c(=O)[nH]c2=O)c1,-0.7,1,-17,6,-22,-5,97,0.0,-2,9
O=C(N=Nc1c(O)[nH]c(=O)[nH]c1=O)C1COc2cc3ccccc3cc2O1 (stereo not given),-0.5,1,-5,1,-4,0,100,0.0,7,-4
Cc1cc(N2CCOCC2)nc2ccc(NC(=O)CCC(=O)N3CCC4(CC3)OCCO4)cc12,-0.9,-1,17,-2,-6,-1,98,-0.2,-6,-1
c1coc(CN2Cc3ccccc3-n3nncc3C2)c1,1.7,2,.,18*,-6,-2,99,0.4,-5,5
O=[N+]([O-])c1ccc(N2CCOCC2)c2ccncc12,2.0,3,-1,6,0,-1,99,-0.1,2,-3
C[C@H]1[C@H](OC(=O)CCC(=O)NCc2ccc(C(=O)O)cc2)O[C@@H]2O[C@@]3(C)CC[C@H]4[C@H](C)CC[C@@H]1C24OO3,-0.8,9,-5,4,.,0,97,0.7,-1,2

# Looked up one by one from above, 4 records:
SMILES,iPSC survival up,N-glyco inh,Vif inh,m5-HT2A agonist,CaV13 FRET inh,Granule exo inh,ABCB6 inh MLPCN,aDG glyco up,PDI turbidity,Cardio protect
CC(C(=O)c1ccc(Cl)cc1Cl)n1cncn1 (stereo not given),0.6,0,8,-1,-1,10,95,-0.1,-3,-4
COc1ccc(/C=C2/C(=O)N(Cc3ccco3)C(=O)N(C(C)C)C2=O)cc1,10,0,.,6,-6,-1,99,0.5,-4,3
CCOC(=O)N(CC)c1ccc(C(O)(C(=O)OC)C(F)(F)F)cc1 (stereo not given),-2.8,2,1,3,-4,-1,94,-0.1,-5,-2
c1coc(CN2Cc3ccccc3-n3nncc3C2)c1,1.7,2,.,18*,-6,-2,99,0.4,-5,5

# An excerpt (hit frequency here may not be typical).
